Bioassay records deposited in PubChem by several laboratories.
Avidin fluor: compound fluoresces at 488/530 nm on avidin beads | compound fluorescence 488/530 nm, flow cytometry; hits give high values | fluorescence (KMESF) at 10 µM | 0.38% of 220,000 active; in the data active = fluorescence above about 47; also: inactives centre near 10
Mcl1 Noxa PPI: disrupts binding of human Mcl-1 to Noxa peptide | TR-FRET Mcl-1/Noxa peptide binding, 2 h | inhibition, % at 21.7 µM | 1.5% of 220,000 active;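 active = compounds that cut the protein-peptide binding signal by more than 50% relative to plate controls in a single-dose test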;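 also: His-tagged Mcl-1 with rhodamine Noxa BH3 peptide and terbium anti-His antibody; 0% = Mcl-1 plus Noxa peptide wells and 100% = peptide-only wells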
Rac1 wt GTP bind: modulators of human Rac1 wildtype GTP binding. GTP binding activity (% of control), % at 10 µM. 0.27% of 190,000 active. P63000. GST-Rac1 beads, fluorescent GTP binding, flow cytometry; actives lie on both sides; 0 = cold GTP competed, 100 = untreated;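 active = GTP binding activity at least 20 points away from the 100% control level, either lower or higher; inconclusive = compound flagged as likely green fluorescent, judged across all proteins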
Rab2 wt GTP: changes GTP binding to wildtype dog Rab2A, up or down; 0.19% of 190,000 active; AID 760; GST-Rab2 wt beads, Bodipy-GTP binding, flow cytometry; GTP binding activity, % at 10 µM; P61105;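 active = GTP binding activity at least 20 points away from 100%, either lowered or raised; inconclusive = signal likely due to the compound's own green fluorescence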;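 also: 0% = beads with excess unlabeled GTP and 100% = no-compound control corrected for plate trend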
ABCB1 block: inhibitors of human ABCB1 transporter, ABCG2 counter-screen; CCRF-Adr cells, JC-1 efflux, flow cytometry; inhibition, % at 6.6 µM; 0.067% of 190,000 active; in the data active = inhibition above about 40%;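 also: 0% = vehicle and 100% = reference inhibitor; higher value means more JC-1 retained so stronger ABCB1 efflux block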
Rab7 wt modul: alters GTP binding to wildtype dog Rab7 | GST-Rab7 beads, fluorescent GTP binding, flow cytometry; actives lie on both sides; untreated = 100%, excess cold GTP = 0% | GTP binding activity (percent of control), % at 10 µM | 0.055% of 190,000 active | AID 758;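 active = fluorescent GTP binding to Rab7 beads changed by at least 20 points from the 100% baseline, either direction, mostly lower; inconclusive = compound itself probably fluorescent, or too few beads counted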;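 also: median green fluorescence of bound Bodipy-FL-GTP per Rab7 bead population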
HRas wt GTP: human HRas wildtype GTP binding, change in either direction | GST-Ras wt beads, Bodipy-FL-GTP binding, flow cytometry; actives lie on both sides | GTP binding activity, % at 10 µM | 0.14% of 190,000 active | AID 759;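 active = GTP binding activity at least 20% away from the 100% baseline, either lowered as inhibitor or raised as activator; inconclusive = flagged as likely green fluorescent, judged across all proteins in the well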;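 also: 0% = unlabeled GTP competition control and 100% = no-compound control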
Target sequence (P01112 whole entry, looked up): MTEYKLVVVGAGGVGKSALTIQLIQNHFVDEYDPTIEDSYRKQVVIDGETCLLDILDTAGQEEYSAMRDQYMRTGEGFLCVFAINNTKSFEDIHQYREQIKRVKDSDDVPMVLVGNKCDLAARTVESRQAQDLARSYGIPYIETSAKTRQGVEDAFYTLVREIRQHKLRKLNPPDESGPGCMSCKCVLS
ABCG2 inh: inhibitors of human ABCG2 transporter, ABCB1 counter-screen; Q9UNQ0; IgMXP3 cells, JC-1 efflux, flow cytometry; inhibition, % at 6.6 µM; 0.1% of 190,000 active; AID 1325;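 active = inhibition above 80%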;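 also: 0% = DMSO and 100% = nicardipine control wells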
Target sequence (Q9UNQ0 whole entry, looked up): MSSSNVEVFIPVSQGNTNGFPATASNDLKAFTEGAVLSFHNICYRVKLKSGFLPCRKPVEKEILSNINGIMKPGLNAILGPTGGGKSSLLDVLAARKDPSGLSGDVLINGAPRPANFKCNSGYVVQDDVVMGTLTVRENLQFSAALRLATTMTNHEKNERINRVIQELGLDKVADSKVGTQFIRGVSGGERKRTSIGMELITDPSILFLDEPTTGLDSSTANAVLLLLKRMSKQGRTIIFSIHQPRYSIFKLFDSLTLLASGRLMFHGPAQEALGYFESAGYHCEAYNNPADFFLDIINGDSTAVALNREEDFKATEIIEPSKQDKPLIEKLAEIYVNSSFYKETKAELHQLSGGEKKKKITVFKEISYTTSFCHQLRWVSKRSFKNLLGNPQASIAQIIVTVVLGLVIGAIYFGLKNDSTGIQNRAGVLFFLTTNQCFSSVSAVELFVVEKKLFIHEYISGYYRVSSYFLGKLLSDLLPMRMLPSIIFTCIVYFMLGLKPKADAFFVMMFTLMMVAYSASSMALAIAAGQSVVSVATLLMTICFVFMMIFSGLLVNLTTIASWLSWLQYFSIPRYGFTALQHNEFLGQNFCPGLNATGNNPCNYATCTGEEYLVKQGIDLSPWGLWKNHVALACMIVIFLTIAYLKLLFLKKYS
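System: two drug-resistant human cell lines, ABCG2 and ABCB1; controls: nicardipine high and DMSO low controls; times: 10 min exposure at 25 °C with rotation, no wash; detection: flow cytometry of retained JC-1 fluorescence; read-out basis: percent efflux inhibition, scaled nicardipine 100% to DMSO 0%; doses: one concentration, 6.6 µM final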
Rac1 mut GTP: alters GTP binding to activated mutant human Rac1 | P63000 | GST-Rac1 activated beads, fluorescent GTP binding, flow cytometry; actives lie on both sides; 100% means binding = to untreated wells | percent activity (GTP binding), % at 10 µM | 0.11% of 190,000 active | AID 764;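 active = GTP binding at least 20 percentage points away from the 100% baseline, in either direction, so actives lie on both sides; inconclusive = Compound likely fluorescent itself, or too few beads counted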
Pf gametocyte: P. falciparum stage V gametocyte viability inhibition | inhibition, % at 10.9 µM | 0.065% of 150,000 active | P. falciparum stage V gametocytes, ATP luminescence, 24 h;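 active = inhibition above the mean plus 3 SD of compounds within the control limits, set per campaign, cut at about 38% in these data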;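 also: 0% = DMSO wells and 100% = medium only without gametocytes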
Cdc42 wt: modulators (inhibitors or activators) of GTP binding to human Cdc42 wildtype | GST-Cdc42 beads, Bodipy-GTP binding, flow cytometry; actives lie on both sides | 0.2% of 190,000 active | P60953 | percent activity (GTP binding), % at 10 µM;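 active = percent activity GTP binding at least 20 points away from the 100% baseline, either down as inhibitor or up as activator; inconclusive = compound flagged as likely green fluorescent from well-wide comparison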;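 also: median bead fluorescence of bound Bodipy-FL-GTP at 100 nM; 0% = excess unlabeled GTP control and 100% = no compound control; below 100% means less GTP binding so inhibitor and above means activator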
Target sequence (P60953 whole entry, looked up): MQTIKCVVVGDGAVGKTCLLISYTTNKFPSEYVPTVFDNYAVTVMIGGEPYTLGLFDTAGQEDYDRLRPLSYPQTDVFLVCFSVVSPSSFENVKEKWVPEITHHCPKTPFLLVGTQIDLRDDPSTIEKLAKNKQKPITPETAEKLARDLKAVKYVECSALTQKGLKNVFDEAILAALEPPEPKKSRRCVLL
* = called active by the depositor; u = inconclusive; x = not tested or not shown.

SMILES | Avidin fluor | Mcl1 Noxa PPI | Rac1 wt GTP bind | Rab2 wt GTP | ABCB1 block | Rab7 wt modul | HRas wt GTP | ABCG2 inh | Rac1 mut GTP | Pf gametocyte | Cdc42 wt
COc1ccc(C(=O)NNC(=O)c2cnccn2)cc1[N+](=O)[O-] | 6 | 15 | 104 | 98 | 0.5 | 98 | 98 | 3 | 98 | -4 | 99
COc1cc(C2NC(=O)NC(C)=C2C(=O)OC(C)(C)C)ccc1OCC(N)=O (centres undefined) | 8 | -14 | 103 | 103 | 0.2 | 104 | 104 | 1 | 101 | -25 | 105
Cc1onc(-c2ccccc2)c1C(=O)N(Cc1ccco1)Cc1cccs1 | 12 | 20 | 99 | 94 | 2.2 | 100 | 97 | 6 | 93 | x | 96
CN(C)S(=O)(=O)c1ccc(C(=O)OCC(=O)c2ccc(OC(F)F)cc2OC(F)F)cc1 | 7 | 1 | 99 | 94 | 0.1 | 94 | 98 | 1 | 97 | -61 | 100
COCCn1c(C)cc(C(=O)COC(=O)/C=C/c2cccc(OC)c2)c1C | 10 | 1 | u | u | 0.6 | u | u | 18 | u | -6 | u
CCOC(=O)N1CCC(=NNC(N)=O)CC1 | 10 | 13 | 102 | 100 | 0.2 | 101 | 101 | 0 | 95 | x | 102
Cc1ccc2cc(CN(CC(C)C)C(=O)C3CCCO3)c(=O)[nH]c2c1 (centres undefined) | 13 | 13 | 98 | 97 | 0.6 | 96 | 101 | 8 | 96 | 3 | 101
Cn1nc(-c2ccc(Cl)cc2)c2cc(C(=O)NCCCN3CCOCC3)sc21 | 6 | 11 | 90 | 88 | -0.4 | 89 | 89 | 3 | 95 | x | 90
Cc1cc(Cl)ccc1N(CC(=O)N=Nc1c(O)[nH]c2ccccc12)S(C)(=O)=O | 26 | 13 | 105 | 100 | 0.9 | 99 | 100 | 0 | 100 | 3 | 102
CNC(=O)NC(=O)CSc1ccc(NC(C)=O)cc1 | 12 | 19 | 107 | 101 | 1.0 | 101 | 102 | -1 | 100 | x | 102
[O-][N+]12CC[N+]([O-])(CC1)c1ccccc12 | 4 | 3 | 105 | 101 | 0.0 | 100 | 102 | 0 | 101 | x | 101
Cc1nn(CC(=O)Nc2ccccc2)c(=O)c2ccccc12 | 12 | -13 | 104 | 101 | -0.8 | 103 | 99 | 8 | 99 | x | 100
CC(C)c1ccc(OCc2cccc(C(=O)N/N=C/c3cccnc3)c2)cc1 | 7 | 6 | 104 | 95 | -0.2 | 94 | 94 | 9 | 97 | 15 | 99
O=c1c2ccccc2oc2ncccc12 | 9 | -16 | 96 | 95 | 1.6 | 93 | 96 | 11 | 95 | 18 | 101
CCOC(=O)c1oc2cc(C)cc(O)c2c(=O)c1-c1csc(C)n1 | 6 | 1 | 110 | 105 | 0.5 | 106 | 103 | 2 | 101 | x | 106
Cc1ccc(S(=O)(=O)/N=C(\CN2CCCCC2)N2CCOCC2)cc1 | 8 | -6 | 107 | 102 | 0.1 | 105 | 103 | 0 | 103 | 7 | 104
Clc1c(CSc2nc3ccccc3o2)nc2ccccn12 | 24 | 20 | 98 | 100 | 0.7 | 101 | 99 | 3 | 96 | 23 | 101
O=C(Nc1ccc(F)cc1F)c1cncc(Br)c1 | 10 | 10 | 94 | 94 | -0.4 | 99 | 95 | 4 | 95 | -19 | 92
CCCS/C(N)=N/N=C/c1cc(C)ccc1O | 4 | 6 | 97 | 98 | 0.2 | 96 | 97 | 2 | 95 | x | 96
Cc1ccc(C(C)C)c(OCC(O)CN2CCN(CCO)CC2)c1 (centres undefined) | 6 | 32 | 98 | 91 | 0.5 | 92 | 94 | 3 | 89 | x | 93
CC(C)(C)NC(=O)COC(=O)c1ccc(Cl)nc1 | x | -4 | 106 | 103 | 0.9 | 104 | 102 | 4 | 99 | 3 | 98
O=C(O)C1=C[C@@H](C2CCCCC2)C[C@@H](OCCCCO)O1 | 5 | -2 | 96 | 96 | 1.4 | 93 | 94 | 3 | 95 | -14 | 94
Cc1ccccc1NC(=O)Cn1c(O)c(N=NC(=O)c2ccccc2O)c2ccccc21 | 22 | -11 | 102 | 96 | -0.8 | 96 | 96 | -8 | 100 | x | 101
COc1ccccc1N1CCN(S(=O)(=O)c2ccc(-n3cnnn3)c(C)c2)CC1 | 3 | -14 | 101 | 100 | 2.2 | 98 | 99 | 0 | 98 | -8 | 103
Cc1ccc(C(=O)CNc2cccc(Cl)c2)cc1 | 7 | -8 | 103 | 105 | 0.2 | 102 | 103 | 4 | 103 | 2 | 100
SMILES | Avidin fluor | Mcl1 Noxa PPI | Rac1 wt GTP bind | Rab2 wt GTP | ABCB1 block | Rab7 wt modul | HRas wt GTP | ABCG2 inh | Rac1 mut GTP | Pf gametocyte | Cdc42 wt
C/C(=C/C(=O)N1CCc2ccccc21)C(=O)O | 13 | -1 | 107 | 97 | 0.3 | 101 | 99 | 6 | 99 | x | 104
Cc1ccc(/C=C/C(=O)O)cc1S(=O)(=O)NCCCO | 10 | 8 | 90 | 96 | 0.7 | 96 | 96 | 4 | 94 | 15 | 93
COc1ccc(-n2cc(CN3CCC(OC)CC3)c(-c3cccc(F)c3)n2)cc1 | 11 | -14 | 99 | 99 | 0.2 | 103 | 99 | 1 | 95 | 2 | 95
CCN(CC)CCOC(=O)c1cccc(OC)c1 | 16 | 11 | 102 | 99 | 0.1 | 101 | 98 | 3 | 97 | x | 100
Cc1cc2cc(CN(CC3CCCO3)C(=S)NCc3ccco3)c(=O)[nH]c2cc1C (centres undefined) | 12 | 13 | 101 | 100 | 2.1 | 103 | 102 | 20 | 99 | -1 | 98
O=c1[nH]c(=O)n(C2CCCO2)cc1Br (centres undefined) | 34 | 13 | 102 | 99 | 0.2 | 98 | 100 | 1 | 99 | -18 | 101
CCOc1ccccc1C1CC(=O)NC2=C1C(=O)CC(C)(C)C2 (centres undefined) | 21 | -16 | 92 | 95 | -0.2 | 95 | 93 | -1 | 93 | 8 | 93
COc1ccc([N+](=O)[O-])cc1N(CC(=O)O)S(C)(=O)=O | 9 | 17 | 99 | 97 | 0.7 | 97 | 98 | 4 | 97 | 1 | 99
COc1ccc(/C=C/C(=O)c2ccc(Cl)cc2)c(OC)c1 | 36 | -32 | 112 | 106 | 0.1 | 103 | 109 | 1 | 106 | -7 | 109
Clc1ccc(/C=N/NC2=Nc3cccc4cccc2c34)cc1 | 6 | 4 | 104 | 103 | -1.0 | 102 | 100 | -7 | 101 | x | 105
Cc1nn(C)c(C)c1/C=C/C(=O)O | 10 | -9 | 102 | 101 | -0.3 | 109 | 98 | -1 | 98 | x | 102
CSCCC(NS(=O)(=O)c1cc(C(=O)O)ccc1Cl)C(=O)O (centres undefined) | 9 | 8 | 99 | 96 | 0.2 | 97 | 97 | 0 | 96 | 2 | 97
Cc1cccc(C)c1NC(=O)CN(C)C(=O)/C=C/c1cccs1 | 12 | -2 | 104 | 98 | 0.2 | 98 | 101 | 0 | 102 | -4 | 100
CC(C)CCNC(=O)CNC(=S)N(CCCN1CCOCC1)Cc1cccs1 | 12 | 6 | 104 | 100 | 0.7 | 99 | 99 | 3 | 101 | x | 100
COc1ccccc1N1C(C)=CC(=C(C#N)c2nc3ccccc3s2)C=C1C | 14 | -6 | 106 | 101 | -0.3 | 99 | 101 | -7 | 101 | -15 | 104
O=C1CC(N2CCN(c3ccc(S(=O)(=O)N4CCCC4)cc3)CC2)C(=O)N1c1ccc(F)cc1 (centres undefined) | 12 | -12 | 108 | 104 | 0.6 | 96 | 101 | 3 | 102 | -3 | 101
O=C(COc1ccc(Cl)cc1Cl)NCC(=O)N/N=C/c1c[nH]c2ccccc12 | 14 | 58* | 100 | 99 | -1.5 | 100 | 100 | -9 | 96 | -21 | 95
Cc1cc(Oc2ccccc2)nc(SCC(=O)Nc2ccc(Cl)cc2Cl)n1 | 9 | 8 | u | u | 1.1 | u | u | 4 | u | 5 | u
CC(=O)Nc1cccc(NC(=O)C2CCCN2C(=O)Nc2cccc(F)c2)c1 (centres undefined) | 6 | -2 | 104 | 102 | -1.9 | 102 | 102 | -1 | 100 | -6 | 105
COc1cc(NC(=O)Cc2cccs2)c(C(=O)O)cc1OC | 10 | 11 | 96 | 95 | 0.9 | 100 | 95 | 11 | 90 | 2 | 93
CC(=O)Nc1ccccc1C(=O)C(=O)Nc1ccccc1 | 14 | -8 | 99 | 100 | 0.5 | 95 | 100 | 5 | 100 | x | 101
Cc1cc(C)nc(NS(=O)(=O)c2ccc(NC(=O)CN3C(=O)c4ccccc4C3=O)cc2)n1 | 5 | 7 | 103 | 98 | 0.1 | 98 | 100 | 1 | 99 | 5 | 102
CC(=O)N1CC2(NC(=O)c3ccccc3N2)c2ccccc21 (centres undefined) | 7 | 17 | 100 | 98 | 1.0 | 103 | 97 | 1 | 96 | x | 94

Entries of single compounds as entered above:
Cc1cc2cc(CN(CC3CCCO3)C(=S)NCc3ccco3)c(=O)[nH]c2cc1C (centres undefined) as listed: Avidin fluor: 12; Mcl1 Noxa PPI: 13; Rac1 wt GTP bind: 101; Rab2 wt GTP: 100; ABCB1 block: 2.1; Rab7 wt modul: 103; HRas wt GTP: 102; ABCG2 inh: 20; Rac1 mut GTP: 99; Pf gametocyte: -1; Cdc42 wt: 98
Cc1ccc(/C=C/C(=O)O)cc1S(=O)(=O)NCCCO as listed: Avidin fluor: 10; Mcl1 Noxa PPI: 8; Rac1 wt GTP bind: 90; Rab2 wt GTP: 96; ABCB1 block: 0.7; Rab7 wt modul: 96; HRas wt GTP: 96; ABCG2 inh: 4; Rac1 mut GTP: 94; Pf gametocyte: 15; Cdc42 wt: 93

Among those listed so far, 2 have bromine:
SMILES | Avidin fluor | Mcl1 Noxa PPI | Rac1 wt GTP bind | Rab2 wt GTP | ABCB1 block | Rab7 wt modul | HRas wt GTP | ABCG2 inh | Rac1 mut GTP | Pf gametocyte | Cdc42 wt
O=C(Nc1ccc(F)cc1F)c1cncc(Br)c1 | 10 | 10 | 94 | 94 | -0.4 | 99 | 95 | 4 | 95 | -19 | 92
O=c1[nH]c(=O)n(C2CCCO2)cc1Br (centres undefined) | 34 | 13 | 102 | 99 | 0.2 | 98 | 100 | 1 | 99 | -18 | 101
